GASC1 inh: KDM4C (human) demethylase inhibition; 96,000 compounds, 0.15% hits; Q9H3R0; GST-KDM4C 2-372, H3K9me3 peptide, LANCE TR-FRET; AID 720574; inhibition, % at 12.5 µM;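 active = mean replicate inhibition above about 25%, with at least 55% of replicates also reaching it, limit read from the data, passing the limit was not always enough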
Target sequence (Q9H3R0 2-372 limits assumed): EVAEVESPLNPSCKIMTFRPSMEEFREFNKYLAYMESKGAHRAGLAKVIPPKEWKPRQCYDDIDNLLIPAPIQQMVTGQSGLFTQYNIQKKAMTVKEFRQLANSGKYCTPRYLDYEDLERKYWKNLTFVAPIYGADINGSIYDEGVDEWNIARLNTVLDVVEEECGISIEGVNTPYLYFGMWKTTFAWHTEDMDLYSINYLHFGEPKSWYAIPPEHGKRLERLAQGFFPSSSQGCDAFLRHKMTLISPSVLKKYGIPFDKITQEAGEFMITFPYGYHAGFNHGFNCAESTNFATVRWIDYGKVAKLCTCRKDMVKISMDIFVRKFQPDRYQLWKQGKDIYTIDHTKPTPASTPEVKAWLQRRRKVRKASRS
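material = GST-tagged GASC-1 (JMJD2C) catalytic fragment, aa 2-372 | amount = enzyme final amount 10 nM | medium = HEPES buffer, pH 7.5, plus ascorbate | also added = H3K9me3 peptide substrate, Fe(II), 2-oxoglutarate | dosing = single dose | times = 30 min demethylation and 1 h detection at room temperature | detection = LANCE TR-FRET | read-out basis = Fall in 671/618 emission ratio as inhibition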
Pf Dd2 growth: blocks growth of Plasmodium falciparum Dd2 parasites; P. falciparum Dd2 growth, SYBR Green, 72 h; active compounds read low; activity change, % at 10 µM; 94,000 compounds, 2.3% hits; in the data active = activity change below about -80%
T cruzi growth: T. cruzi proliferation inhibition; inhibition, % at 8.34 µM; 77,000 compounds, 5.9% hits; T. cruzi beta-gal in NIH3T3, GalScreen luminescence, 90 h; AID 624255;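 active = mean inhibition above about 93%, with at least 55% of replicates each passing it, limit read from the data, passing the limit was not always enough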
C diff growth: C. difficile growth inhibition; Clostridium difficile clinical isolate growth, OD600, 24 h; active compounds read low; growth activity, negative = inhibition, % at 16 µg/mL (by protocol); 86,000 compounds, 0.25% hits; AID 1259249;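 active = mean growth activity at or below -80% and every replicate also at or below -80%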;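 also: 0% = DMSO wells and -100% = levofloxacin 16 µg/mL wells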
Numbers without * were called inactive; . = not tested or not shown; & = joins results of further samples. No enrichment for hits; any-hit rate near 6.7%.

Values run as follows: GASC1 inh | Pf Dd2 growth | C diff growth | T cruzi growth
O=C(c1ccccc1F)N1CC(=O)N2[C@H](CO)[C@H](c3ccc(C#Cc4ccccc4)cc3)[C@H]2C1
→ -1.4 | -53.6 | -6.0 | .
C[C@H]1CN([C@@H](C)CO)S(=O)(=O)c2ccc(C#CCC3CCCC3)cc2O[C@@H]1CN(C)C(=O)c1cnccn1
→ -0.9 | -57.4 | -7.2 | -13.5
C[C@@H]1CN([C@@H](C)CO)C(=O)c2cccc(NS(=O)(=O)c3ccccc3)c2O[C@@H]1CN(C)S(C)(=O)=O
→ 1.5 | 14.3 | 0.3 | 19.5
C[C@@H]1CN([C@H](C)CO)C(=O)c2cc(-c3ccccc3F)cnc2O[C@@H]1CN(C)Cc1ccc(F)cc1
→ 0.7 | -6.0 | 4.5 | 52.1
C[C@H](CO)N1C[C@H](C)[C@@H](CN(C)Cc2cccnc2)Oc2ncc(-c3ccncc3)cc2C1=O
→ -2.1 | 3.2 | -6.0 | -165.4
CCCNC(=O)N1[C@H](CO)[C@@H](c2ccc(C3=CCCCC3)cc2)[C@@H]1C#N
→ -2.0 | -27.0 | -13.4 | 105.0*
O=C(C[C@@H]1CC[C@@H](NC(=O)c2ccncc2)[C@H](CO)O1)Nc1ccc(-c2ccccc2)cc1
→ -6.2 | -4.5 | 6.9 | .
C[C@@H]1CCCCO[C@@H](CN(C)S(=O)(=O)c2ccc(F)cc2)[C@H](C)CN([C@H](C)CO)C(=O)c2cc(NC(=O)CCCN(C)C)ccc2O1
→ 1.2 | -45.5 | 3.2 | -10.7
COc1ccc(NC(=O)Nc2ccc3c(c2)C(=O)N([C@H](C)CO)C[C@H](C)[C@@H](CN(C)C(=O)NC2CCCCC2)OCCCC[C@@H](C)O3)cc1
→ -6.8 | 0.3 | -2.4 | -18.1
C[C@@H]1CN([C@H](C)CO)C(=O)c2cc(NC(=O)Nc3ccc4c(c3)OCO4)ccc2O[C@@H](C)CCCCO[C@@H]1CN(C)CC1CCCCC1
→ 7.6 | -73.7 | 4.1 | -94.9
C[C@H]1CN([C@@H](C)CO)C(=O)c2cccc(NC(=O)c3nc4ccccc4s3)c2O[C@H]1CN(C)Cc1ccc(-c2ccccc2)cc1
→ 1.6 | -18.0 | 4.2 | 102.2*
C[C@@H]1CN([C@@H](C)CO)C(=O)Cc2cc(NC(=O)NC3CCCCC3)ccc2O[C@@H]1CN(C)C(=O)Nc1ccccc1
→ -1.5 | -0.9 | -9.0 | 1.4
CS(=O)(=O)Nc1ccc2c(c1)[C@H]1C[C@@H](CC(=O)NCc3ccc(Cl)cc3)O[C@H](CO)[C@H]1O2
→ -4.9 | -14.0 | -5.9 | 52.3
COc1ccc(CN(C)C[C@@H]2Oc3ccc(NC(=O)Nc4ccc(F)cc4)cc3C(=O)N([C@H](C)CO)C[C@H]2C)cc1
→ 0.9 | 8.0 | -0.8&-3.5 | .
COc1cccc(-c2ccc3n(c2=O)C[C@H]2[C@H](CO)[C@@H](C(=O)NC4Cc5ccccc5C4)N[C@@H]32)c1
→ -4.9 | . | 7.4 | -72.8
CCCNC(=O)N(C)C[C@H]1Oc2cc(C#CC(C)C)ccc2S(=O)(=O)N([C@@H](C)CO)C[C@@H]1C
→ 0.6 | -12.2 | -7.6 | 15.8
CCCC(=O)N1CC2(CCN(C(C)=O)CC2)c2c(n(C)c3cc(OC)ccc23)[C@@H]1CO
→ -3.1 | -1.5 | -0.9 | .
CO[C@H]1CN(C)C(=O)c2ccc(NC(=O)Nc3cc(F)ccc3F)cc2OC[C@H](C)N(C(=O)c2ccccn2)C[C@H]1C
→ 8.5 | -17.9 | . | .
CC(C)CC#Cc1ccc2c(c1)O[C@H](CN(C)Cc1ccc(F)cc1)[C@@H](C)CN([C@H](C)CO)S2(=O)=O
→ 0.3 | -45.0 | 8.8 | 49.2
C[C@@H]1CN([C@@H](C)CO)C(=O)Cc2cc(NC(=O)CCN3CCOCC3)ccc2O[C@@H]1CN(C)C(=O)Nc1ccc(C(F)(F)F)cc1
→ -1.0 | 15.5 | -1.9 | 9.4
CCNC(=O)[C@H]1[C@H](CO)[C@H]2Cn3c(ccc(C4=CCCCC4)c3=O)[C@H]2N1C(=O)CC1CC1
→ 4.8 | -4.8 | -3.5 | 10.7
C[C@@H]1CN([C@H](C)CO)C(=O)c2cc(C#CC3CC3)cnc2O[C@H]1CN(C)C(=O)Nc1ccc(F)cc1
→ -0.4 | -25.2 | -1.0 | 93.4
C[C@@H]1CCCCO[C@@H](CN(C)C(=O)NC2CCCCC2)[C@H](C)CN([C@@H](C)CO)C(=O)c2cc(NC(=O)Cc3ccccc3)ccc2O1
→ -2.0 | -32.8 | -2.9 | 59.9
COc1ccc(NC(=O)Nc2ccc3c(c2)C(=O)N([C@H](C)CO)C[C@@H](C)[C@@H](CN(C)Cc2ccc4c(c2)OCO4)OCCCC[C@@H](C)O3)cc1
→ -0.7 | -78.4 | 0.7 | 124.3*
C[C@H](CO)N1C[C@H](C)[C@H](CN(C)Cc2ccc(-c3ccccc3)cc2)Oc2ccc(NC(=O)CCCN(C)C)cc2C1=O
→ 2.8 | -33.4 | 4.0 | .
C[C@H]1CN([C@@H](C)CO)C(=O)c2cc(-c3ccccc3F)cnc2O[C@H]1CN(C)Cc1ccc(F)cc1
→ 0.5 | -28.8 | 10.8 | 82.0
O=S(=O)(Cc1ccccc1)N1CCCCN2[C@@H](CO)[C@H](c3ccc(-c4ccccc4)cc3)[C@@H]2C1
→ -0.7 | -26.4 | 10.0 | 110.4*
CCCNC(=O)[C@@H]1[C@@H](CO)[C@@H]2Cn3c(ccc(-c4cccc(F)c4)c3=O)[C@H]1N2C(=O)c1ccccn1
→ -0.5 | 11.6 | -3.6 | 103.1*
Cc1noc(C)c1NC(=O)Nc1ccc2c(c1)C(=O)N([C@H](C)CO)C[C@H](C)[C@H](CN(C)C(=O)c1ccccc1)OCCCC[C@@H](C)O2
→ 2.5 | 30.9 | -3.3 | -73.0
COc1ccc(S(=O)(=O)Nc2ccc3c(c2)C(=O)N([C@H](C)CO)C[C@H](C)[C@H](CN(C)C(=O)Nc2cccc4ccccc24)O3)cc1
→ 1.7 | -9.0 | -0.2 | -77.4

Individual results from the results shown.
`CCNC(=O)[C@H]1[C@H](CO)[C@H]2Cn3c(ccc(C4=CCCCC4)c3=O)[C@H]2N1C(=O)CC1CC1` | Pf Dd2 growth = -4.8
`C[C@H]1CN([C@@H](C)CO)C(=O)c2cc(-c3ccccc3F)cnc2O[C@H]1CN(C)Cc1ccc(F)cc1` | Pf Dd2 growth = -28.8

3 of the compounds above, with bars between the fields:
mol | GASC1 inh | Pf Dd2 growth | C diff growth | T cruzi growth
C[C@H](CO)N1C[C@H](C)[C@H](CN(C)Cc2ccc(-c3ccccc3)cc2)Oc2ccc(NC(=O)CCCN(C)C)cc2C1=O | 2.8 | -33.4 | 4.0 | .
C[C@@H]1CN([C@H](C)CO)C(=O)c2cc(C#CC3CC3)cnc2O[C@H]1CN(C)C(=O)Nc1ccc(F)cc1 | -0.4 | -25.2 | -1.0 | 93.4
CCCNC(=O)[C@@H]1[C@@H](CO)[C@@H]2Cn3c(ccc(-c4cccc(F)c4)c3=O)[C@H]1N2C(=O)c1ccccn1 | -0.5 | 11.6 | -3.6 | 103.1*

Next compounds
Values run as follows: GASC1 inh | Pf Dd2 growth | C diff growth | T cruzi growth
CCCNC(=O)N(C)C[C@@H]1Oc2cc(Br)ccc2S(=O)(=O)N([C@H](C)CO)C[C@@H]1C
→ -0.8 | 12.1 | 2.2 | -14.6
O=C(NCC[C@H]1CC[C@H](NC(=O)C2CCOCC2)[C@@H](CO)O1)c1ccc(F)cc1
→ 0.3 | -0.4 | -3.0 | 5.4
N#C[C@@H]1[C@H](c2ccc(C3=CCCCC3)cc2)[C@H](CO)N1S(=O)(=O)c1cccc(F)c1
→ -4.3 | 11.0 | 7.3 | 102.7*
Cc1ccc(S(=O)(=O)N2C[C@@H](O)COC[C@H]3O[C@H](CC(=O)NCc4ccc5c(c4)OCO5)CC[C@@H]32)cc1
→ 1.0 | . | 72.4&-0.4 | -50.5
CCCNC(=O)N1C[C@H](C)[C@@H](OC)CN(C)C(=O)c2ccc(NS(=O)(=O)CC(F)(F)F)cc2OC[C@@H]1C
→ -0.3 | 39.5 | -2.2 | .
O=C(Cc1ccccc1)N1CC(=O)N2[C@H](CO)[C@@H](c3ccc(-c4ccc(F)cc4)cc3)[C@H]2C1
→ -1.7 | -49.1 | -8.2 | .
C[C@@H]1CN([C@@H](C)CO)S(=O)(=O)c2ccc(-c3ccc(C(=O)N(C)C)cc3)cc2O[C@@H]1CN(C)C(=O)C1CCC1
→ -1.6 | -33.5 | 2.9 | -53.4
O=C(C[C@@H]1CC[C@H](NC(=O)C2CCC2)[C@H](CO)O1)NCc1ccncc1
→ 0.5 | -12.8 | 4.2 | .
C[C@H]1CN([C@@H](C)CO)C(=O)c2cccc(NC(=O)c3cnccn3)c2O[C@@H]1CN(C)Cc1ccncc1
→ -1.1 | 8.8 | 4.9 | 3.3
Cc1ccc(-c2ccc3c(c2)O[C@@H](CN(C)Cc2cccc(C(=O)O)c2)[C@H](C)CN([C@H](C)CO)S3(=O)=O)cc1
→ 3.6 | -44.4 | -1.5 | 25.7
CN1CCN(C(=O)[C@@H]2[C@@H](CO)[C@@H]3Cn4c(ccc(C5=CCCC5)c4=O)[C@H]2N3S(C)(=O)=O)CC1
→ -0.3 | 10.2 | 1.7 | 20.7
CNC[C@@H]1Oc2c(NC(=O)Nc3cccc4ccccc34)cccc2C(=O)N([C@@H](C)CO)C[C@H]1C
→ -1.2 | -39.0 | -4.8 | 39.3
C[C@@H]1CN([C@H](C)CO)C(=O)CCCn2cc(nn2)CO[C@H]1CN(C)C(=O)NC1CCCCC1
→ -0.9 | 4.5&1.2 | -1.3&7.2 | -10.1&25.6
O=C(c1cccnc1)N1C[C@@H]2[C@H](c3ccccc31)[C@H](CO)N2C(=O)C1CCCCC1
→ -0.5 | -16.9 | -10.2 | 6.2
C[C@H]1CN([C@@H](C)CO)C(=O)c2cccc(NC(=O)Nc3ccccc3)c2O[C@H]1CN(C)Cc1ccc2c(c1)OCO2
→ 1.8 | -1.9 | . | .
C[C@H]1CN([C@@H](C)CO)C(=O)c2cc(-c3ccc(F)cc3)cnc2O[C@@H]1CN(C)C(=O)Nc1ccccc1F
→ -1.1 | -18.9 | 0.5 | 35.5
O=C(C[C@H]1CC[C@@H](NC(=O)CN2CCOCC2)[C@H](CO)O1)NCc1cccc(F)c1
→ -0.5 | 7.3 | . | 31.6
C[C@H](CO)N1C[C@H](C)[C@@H](CN(C)S(=O)(=O)c2cccs2)Oc2ccc(NS(C)(=O)=O)cc2CC1=O
→ -0.5 | -5.0 | -1.1 | 45.8
C[C@@H]1CN([C@@H](C)CO)C(=O)c2cc(NS(C)(=O)=O)ccc2O[C@@H](C)CCCCO[C@H]1CN(C)C(=O)c1ccccc1
→ -2.0 | 9.6 | -0.3 | 11.8
CC(C)NC(=O)N[C@@H]1C=C[C@@H](CC(=O)N2CCCCC2)O[C@@H]1CO
→ -0.3 | 0.8 | . | 3.4
O=C(NCC[C@H]1CC[C@H](NC(=O)C2CC2)[C@H](CO)O1)Nc1ccc(C(F)(F)F)cc1
→ -0.1 | 8.2 | -7.3 | -29.5
CCCC(=O)Nc1ccc2c(c1)OC[C@H](C)N(C(=O)CC1CC1)C[C@H](C)[C@H](OC)CN(C)C2=O
→ -0.9 | 1.6 | . | -0.1
O=C(O)C[C@@H]1CC[C@H](NC(=O)CCN2CCCCC2)[C@@H](CO)O1
→ -1.1 | 21.0 | 5.2 | .
Cc1noc(C)c1NC(=O)Nc1ccc2c(c1)CC(=O)N([C@@H](C)CO)C[C@@H](C)[C@@H](CN(C)Cc1ccncc1)O2
→ -2.1 | 11.0 | 0.4 | 18.7
C[C@@H]1CCCCO[C@H](CN(C)C(=O)Cc2ccccc2)[C@H](C)CN([C@@H](C)CO)C(=O)c2cc(NC(=O)Cc3ccccc3)ccc2O1
→ 0.0 | -63.3 | -7.7 | 38.7
COc1ccc(NC(=O)Nc2ccc3c(c2)C(=O)N([C@H](C)CO)C[C@@H](C)[C@@H](CN(C)S(=O)(=O)c2ccc(OC)cc2)OCCCC[C@H](C)O3)cc1
→ -0.6 | -18.8 | 0.3 | -59.9
COc1ccccc1NC(=O)N1CC(=O)N2[C@H](CO)[C@@H](c3ccc(-c4ccccc4)cc3)[C@H]2C1
→ -0.7 | -20.4 | -8.4 | .
O=C(C[C@H]1CC[C@H]2[C@@H](COC[C@@H](O)CN2S(=O)(=O)c2cccc(F)c2)O1)NCCCN1CCOCC1
→ 2.9 | -2.4 | . | -21.2
COCCNC(=O)C[C@@H]1CC[C@H]2[C@H](COc3ccc(NC(=O)Cc4ccccc4)cc3C(=O)N2C)O1
→ 3.7 | -1.7 | -3.3 | -0.9
CNC(=O)C[C@@H]1CC[C@H]2[C@@H](COc3ccc(NC(=O)Cc4cccs4)cc3C(=O)N2C)O1
→ 0.0 | 14.4 | 3.0 | 24.1

Screening results deposited in PubChem BioAssay by Broad Institute.
